TcdB GH inh: inhibitors of Clostridioides difficile toxin B glycohydrolase; TcdB glycohydrolase enzymatic assay, plate reader; inhibition, % at 9.99 µM; actives 0.24% (n = 350,000); in the data active = inhibition above about 10%
Target sequence (P18177 whole entry, looked up): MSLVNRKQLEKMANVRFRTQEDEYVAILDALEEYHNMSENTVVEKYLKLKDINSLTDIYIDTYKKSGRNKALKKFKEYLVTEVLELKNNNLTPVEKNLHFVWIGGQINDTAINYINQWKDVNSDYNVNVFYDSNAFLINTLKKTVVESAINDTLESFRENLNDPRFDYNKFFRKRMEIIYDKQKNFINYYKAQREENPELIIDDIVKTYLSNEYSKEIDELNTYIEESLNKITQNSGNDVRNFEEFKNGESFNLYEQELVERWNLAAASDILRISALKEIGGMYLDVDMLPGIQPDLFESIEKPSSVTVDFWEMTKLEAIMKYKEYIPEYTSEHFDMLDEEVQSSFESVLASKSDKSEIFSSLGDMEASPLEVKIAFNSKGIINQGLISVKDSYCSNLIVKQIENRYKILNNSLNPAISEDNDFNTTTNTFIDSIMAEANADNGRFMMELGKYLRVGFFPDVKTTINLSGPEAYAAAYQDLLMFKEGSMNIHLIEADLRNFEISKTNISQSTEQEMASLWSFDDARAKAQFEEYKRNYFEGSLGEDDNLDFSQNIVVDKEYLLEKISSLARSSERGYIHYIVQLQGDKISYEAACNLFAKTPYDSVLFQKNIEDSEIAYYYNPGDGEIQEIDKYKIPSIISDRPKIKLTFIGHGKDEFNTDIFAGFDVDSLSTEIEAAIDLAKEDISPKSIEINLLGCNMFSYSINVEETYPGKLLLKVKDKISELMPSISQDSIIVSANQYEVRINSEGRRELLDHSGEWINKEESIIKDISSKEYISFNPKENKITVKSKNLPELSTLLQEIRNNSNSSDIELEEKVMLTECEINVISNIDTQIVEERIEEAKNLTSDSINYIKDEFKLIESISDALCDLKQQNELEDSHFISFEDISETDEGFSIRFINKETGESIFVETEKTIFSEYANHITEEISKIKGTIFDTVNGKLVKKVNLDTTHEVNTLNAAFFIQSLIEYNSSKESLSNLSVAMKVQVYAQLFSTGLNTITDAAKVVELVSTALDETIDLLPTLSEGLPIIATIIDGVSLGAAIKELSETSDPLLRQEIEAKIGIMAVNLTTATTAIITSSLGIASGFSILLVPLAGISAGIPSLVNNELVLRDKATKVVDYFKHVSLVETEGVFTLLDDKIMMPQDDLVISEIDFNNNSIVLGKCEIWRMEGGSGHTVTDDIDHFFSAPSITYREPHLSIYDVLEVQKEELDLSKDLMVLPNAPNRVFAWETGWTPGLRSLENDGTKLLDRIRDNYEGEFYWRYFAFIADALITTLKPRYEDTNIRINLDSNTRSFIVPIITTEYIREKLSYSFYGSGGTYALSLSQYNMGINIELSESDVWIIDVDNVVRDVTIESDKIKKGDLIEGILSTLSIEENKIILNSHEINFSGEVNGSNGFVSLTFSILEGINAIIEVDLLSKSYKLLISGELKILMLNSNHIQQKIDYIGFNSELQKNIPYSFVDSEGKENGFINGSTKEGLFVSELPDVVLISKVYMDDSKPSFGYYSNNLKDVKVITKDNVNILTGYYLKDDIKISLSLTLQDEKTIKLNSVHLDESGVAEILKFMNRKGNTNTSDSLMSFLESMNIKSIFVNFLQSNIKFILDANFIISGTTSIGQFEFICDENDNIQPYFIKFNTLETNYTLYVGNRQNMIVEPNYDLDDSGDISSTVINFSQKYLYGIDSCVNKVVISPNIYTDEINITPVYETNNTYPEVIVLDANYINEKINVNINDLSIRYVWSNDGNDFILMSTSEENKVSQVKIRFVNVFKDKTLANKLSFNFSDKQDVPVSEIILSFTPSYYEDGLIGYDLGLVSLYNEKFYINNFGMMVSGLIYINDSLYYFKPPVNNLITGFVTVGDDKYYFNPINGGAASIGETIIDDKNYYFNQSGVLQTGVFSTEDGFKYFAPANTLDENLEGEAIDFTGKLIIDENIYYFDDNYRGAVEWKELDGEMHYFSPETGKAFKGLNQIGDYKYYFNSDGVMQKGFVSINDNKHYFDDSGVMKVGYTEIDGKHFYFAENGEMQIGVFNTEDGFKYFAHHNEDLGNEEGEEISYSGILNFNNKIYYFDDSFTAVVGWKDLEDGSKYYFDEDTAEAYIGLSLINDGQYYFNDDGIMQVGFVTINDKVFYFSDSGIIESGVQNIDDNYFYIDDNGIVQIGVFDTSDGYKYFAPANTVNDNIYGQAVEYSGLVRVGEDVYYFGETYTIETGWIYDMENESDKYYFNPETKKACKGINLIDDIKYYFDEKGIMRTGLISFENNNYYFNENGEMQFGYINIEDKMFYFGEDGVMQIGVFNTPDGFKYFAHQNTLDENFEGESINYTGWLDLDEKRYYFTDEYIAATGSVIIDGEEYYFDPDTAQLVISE
Active calls of the source: *. Not all compounds are listed; the hit share may differ from the screen's.

C[C@H](CO)N1C[C@H](C)[C@H](CN(C)Cc2ccccc2)Oc2ccc(NC(=O)Nc3ccc(C(F)(F)F)cc3)cc2C1=O
  TcdB GH inh = 0.9
C[C@@H]1CN([C@H](C)CO)C(=O)Cc2cc(NC(=O)CCN3CCOCC3)ccc2O[C@H]1CN(C)C(=O)Nc1ccccc1
  TcdB GH inh = 0.7
Cc1noc(C)c1S(=O)(=O)N(C)C[C@@H]1OCCCC[C@H](C)Oc2ccc(NS(=O)(=O)c3cccs3)cc2C(=O)N([C@H](C)CO)C[C@H]1C
  TcdB GH inh = 0.3
C[C@@H]1CN([C@H](C)CO)C(=O)c2cccc(NC(=O)c3ccncc3)c2O[C@@H]1CN(C)S(=O)(=O)c1cn(C)cn1
  TcdB GH inh = -0.9
C[C@@H]1CCCCO[C@H](CN(C)S(=O)(=O)c2cn(C)cn2)[C@H](C)CN([C@@H](C)CO)C(=O)c2cc(NS(=O)(=O)c3ccc(Cl)cc3)ccc2O1
  TcdB GH inh = -9.4
C[C@H]1CN([C@@H](C)CO)C(=O)c2cccc(NC(=O)Nc3ccc(F)cc3)c2O[C@@H]1CN(C)C(=O)Nc1ccccc1
  TcdB GH inh = -0.4
C[C@H]1CN([C@@H](C)CO)S(=O)(=O)c2ccc(/C=C/c3ccccc3)cc2O[C@@H]1CN(C)C(=O)NC1CCCC1
  TcdB GH inh = 0.3
C[C@@H]1CN([C@@H](C)CO)C(=O)c2ccccc2-c2ccccc2CO[C@@H]1CN(C)Cc1cccc(F)c1
  TcdB GH inh = 0.1
COc1ccc(NC(=O)Nc2cccc3c2O[C@H](CN(C)C(=O)Nc2c(C)noc2C)[C@H](C)CN([C@H](C)CO)C3=O)cc1
  TcdB GH inh = 0.7
CC(C)NC(=O)Nc1ccc2c(c1)C(=O)N([C@@H](C)CO)C[C@H](C)[C@@H](CN(C)Cc1ccccc1)OCCCC[C@H](C)O2
  TcdB GH inh = 0.6

COc1ccc(NC(=O)Nc2ccc3c(c2)C(=O)N([C@@H](C)CO)C[C@@H](C)[C@H](CN(C)Cc2ccc(C(F)(F)F)cc2)OCCCC[C@@H](C)O3)cc1
  TcdB GH inh = -0.1
CNC[C@H]1Oc2ccc(NC(=O)C3CCCCC3)cc2C(=O)N([C@@H](C)CO)C[C@@H]1C
  TcdB GH inh = -0.9
Cc1noc(C)c1NC(=O)Nc1ccc2c(c1)C(=O)N([C@H](C)CO)C[C@@H](C)[C@H](CN(C)S(=O)(=O)c1cccs1)OCCCC[C@H](C)O2
  TcdB GH inh = -0.2
O=C(Nc1ccc(Cl)cc1)N[C@@H]1CC[C@@H](CCn2cc(C3(O)CCCC3)nn2)O[C@@H]1CO
  TcdB GH inh = -1.4
O=C(c1cccnc1)N1CCCCN2[C@@H](CO)[C@H](c3ccc(C#Cc4ccccc4)cc3)[C@@H]2C1
  TcdB GH inh = 0.1
C[C@H]1CN([C@@H](C)CO)C(=O)c2cc(/C=C/c3ccccc3)cnc2O[C@H]1CN(C)S(C)(=O)=O
  TcdB GH inh = 1.2
O=C(C[C@@H]1CC[C@H]2[C@@H](COC[C@H](O)CN2Cc2cccc(-c3ccncc3)c2)O1)N1CCCCC1
  TcdB GH inh = -3.7
CC=Cc1ccc2n(c1=O)C[C@H]1[C@H](CO)[C@@H](C(=O)NCC(F)(F)F)[C@@H]2N1C(=O)CC (mixture of isomers)
  TcdB GH inh = 1.1
COCC#Cc1cnc2c(c1)C(=O)N([C@@H](C)CO)C[C@H](C)[C@@H](CN(C)C(=O)C1CCOCC1)O2
  TcdB GH inh = 0.0
C[C@@H]1CN([C@H](C)CO)S(=O)(=O)c2ccc(-c3ccc(F)cc3)cc2O[C@@H]1CN(C)CC1CC1
  TcdB GH inh = -0.2

O=C(C[C@@H]1CC[C@H](NS(=O)(=O)c2ccccc2)[C@H](CO)O1)NCc1ccncn1
  TcdB GH inh = -1.4
COc1ccc(CN(C)C[C@H]2OCCCC[C@@H](C)Oc3ccc(NC(=O)Nc4ccc(OC)cc4)cc3C(=O)N([C@@H](C)CO)C[C@@H]2C)cc1
  TcdB GH inh = 0.4
O=S(=O)(c1ccc(F)cc1)N1CCCCN2[C@H](C1)[C@@H](c1ccc(C#CC3CCCC3)cc1)[C@@H]2CO
  TcdB GH inh = -0.5
Cc1noc(C)c1NC(=O)Nc1ccc2c(c1)C(=O)N([C@H](C)CO)C[C@H](C)[C@H](CN(C)S(=O)(=O)c1c(C)noc1C)OCCCC[C@H](C)O2
  TcdB GH inh = 1.6
C[C@H]1CN([C@@H](C)CO)C(=O)Cc2cc(NS(C)(=O)=O)ccc2O[C@@H]1CN(C)C(=O)Nc1ccccc1
  TcdB GH inh = 0.7
Cc1noc(C)c1S(=O)(=O)Nc1ccc2c(c1)C(=O)N([C@H](C)CO)C[C@H](C)[C@@H](CN(C)Cc1ccc(C(=O)Nc3ccccc3N)cc1)O2
  TcdB GH inh = 0.1
COc1cccc(S(=O)(=O)N(C)C[C@H]2Oc3ncc(C#CCN(C)C)cc3C(=O)N([C@H](C)CO)C[C@H]2C)c1
  TcdB GH inh = -0.9
CCCN(C)C[C@H]1OCc2cn(nn2)CCCC(=O)N([C@@H](C)CO)C[C@H]1C
  TcdB GH inh = -2.1
C[C@H](CO)N1C[C@H](C)[C@H](CN(C)C(=O)Nc2ccc3c(c2)OCO3)Oc2ccc(NC(=O)Nc3cccc4ccccc34)cc2CC1=O
  TcdB GH inh = -1.2
CCC(=O)NC[C@H]1N[C@H](CO)[C@@H]1c1ccc(-c2cccc(C#N)c2)cc1
  TcdB GH inh = -2.2

O=C(C[C@@H]1CC[C@H](NC(=O)Nc2ccccc2F)[C@H](CO)O1)NCc1ccc(-c2ccccc2)cc1
  TcdB GH inh = 0.9
O=C(CC1CC1)N1[C@H](CO)[C@H](c2ccccc2)C12CN(S(=O)(=O)c1ccccc1)C2
  TcdB GH inh = -1.4
CO[C@H](CN(C)C(=O)C1CCOCC1)[C@@H](C)CN(C(=O)Nc1ccc(F)cc1)[C@@H](C)CO
  TcdB GH inh = 0.4
C[C@H]1CN([C@@H](C)CO)C(=O)Cc2cc(NS(=O)(=O)c3ccc(Cl)cc3)ccc2O[C@H]1CN(C)C(=O)Nc1cccc2ccccc12
  TcdB GH inh = -0.5
COc1ccc(-c2cnc3c(c2)C(=O)N([C@@H](C)CO)C[C@H](C)[C@@H](CN(C)C(=O)Cc2ccncc2)O3)cc1
  TcdB GH inh = 1.2
CN(C)CC(=O)Nc1ccc2c(c1)[C@@H]1C[C@H](CC(=O)N3CCN(C)CC3)O[C@H](CO)[C@@H]1O2
  TcdB GH inh = -1.4
CCNC(=O)C[C@H]1CC[C@H]2[C@@H](COc3ccc(NC(=O)Nc4ccc(C#N)cc4)cc3C(=O)N2C)O1
  TcdB GH inh = -0.5
CO[C@H]1CN(C)C(=O)c2cc(NC(C)=O)ccc2OC[C@H](C)N(C(=O)c2ccccn2)C[C@H]1C
  TcdB GH inh = -0.7
C[C@@H]1CN([C@H](C)CO)C(=O)c2cc(NS(=O)(=O)c3ccc(Cl)cc3)ccc2O[C@@H]1CN(C)C(=O)Nc1ccc(F)cc1
  TcdB GH inh = -0.6
O=C(C[C@@H]1CC[C@H]2[C@@H](COC[C@@H](O)CN2C(=O)c2ccc(F)cc2)O1)Nc1ccc(-c2ccccc2)cc1
  TcdB GH inh = 1.0

C[C@@H]1CN([C@H](C)CO)S(=O)(=O)c2ccc(-c3ccc(C#N)cc3)cc2O[C@H]1CN(C)C(=O)CN(C)C
  TcdB GH inh = -0.3
CN1CCN(C(=O)C[C@H]2CC[C@@H]3[C@@H](COc4ccc(NC(=O)c5cscn5)cc4C(=O)N3C)O2)CC1
  TcdB GH inh = -0.2
CO[C@@H]1CN(C)C(=O)c2cc(NC(=O)NC(C)C)ccc2OC[C@@H](C)N(Cc2ccccn2)C[C@@H]1C
  TcdB GH inh = -0.6
O=C(N[C@@H]1CC[C@@H](CCn2cc(-c3ccccc3F)nn2)O[C@H]1CO)c1ccc2c(c1)OCO2
  TcdB GH inh = -0.9
Cc1ccccc1-c1ccc([C@H]2[C@@H](CO)N3C(=O)CN(C(=O)c4ccccc4)C[C@@H]23)cc1
  TcdB GH inh = -0.4
COc1ccc(NC(=O)N(C)C[C@H]2Oc3ccc(NS(C)(=O)=O)cc3CC(=O)N([C@H](C)CO)C[C@H]2C)cc1
  TcdB GH inh = 0.8
COc1ccc(CN(C)C[C@@H]2OCCCC[C@H](C)Oc3ccc(NC(=O)NC(C)C)cc3C(=O)N([C@H](C)CO)C[C@@H]2C)cc1
  TcdB GH inh = 1.0
COc1ccc(NC(=O)N(C)C[C@@H]2OCCCC[C@@H](C)Oc3ccc(NS(=O)(=O)c4cn(C)cn4)cc3C(=O)N([C@@H](C)CO)C[C@H]2C)cc1
  TcdB GH inh = -0.3
COc1ccc(CN(C)C[C@@H]2Oc3ccc(NC(=O)Cc4cn(C)c5ccccc45)cc3CC(=O)N([C@H](C)CO)C[C@@H]2C)cc1
  TcdB GH inh = 0.6
C[C@@H]1CN([C@@H](C)CO)C(=O)Cc2cc(N(C)C)ccc2O[C@@H]1CN(C)C(=O)Nc1ccccc1
  TcdB GH inh = -3.1

In the list so far, three contain two or more sulfur atoms:
Cc1noc(C)c1S(=O)(=O)N(C)C[C@@H]1OCCCC[C@H](C)Oc2ccc(NS(=O)(=O)c3cccs3)cc2C(=O)N([C@H](C)CO)C[C@H]1C
  TcdB GH inh = 0.3
C[C@@H]1CCCCO[C@H](CN(C)S(=O)(=O)c2cn(C)cn2)[C@H](C)CN([C@@H](C)CO)C(=O)c2cc(NS(=O)(=O)c3ccc(Cl)cc3)ccc2O1
  TcdB GH inh = -9.4
Cc1noc(C)c1NC(=O)Nc1ccc2c(c1)C(=O)N([C@H](C)CO)C[C@@H](C)[C@H](CN(C)S(=O)(=O)c1cccs1)OCCCC[C@H](C)O2
  TcdB GH inh = -0.2

Other structures follow.
Cc1noc(C)c1S(=O)(=O)Nc1ccc2c(c1)C(=O)N([C@@H](C)CO)C[C@@H](C)[C@@H](CN(C)C(=O)Nc1cccc3ccccc13)OCCCC[C@H](C)O2
  TcdB GH inh = -1.2
COCCNC(=O)[C@H]1[C@H](CO)[C@H]2Cn3c(ccc(-c4ccccc4F)c3=O)[C@H]2N1C(=O)C1CCC1
  TcdB GH inh = -0.4
CC(=O)N1[C@H](CO)[C@@H](c2ccccc2)C12CN(C(=O)Cc1ccccc1)C2
  TcdB GH inh = -1.3
CNC[C@@H]1OCCCC[C@@H](C)Oc2ccc(NS(=O)(=O)c3ccc(OC)cc3)cc2C(=O)N([C@H](C)CO)C[C@@H]1C
  TcdB GH inh = 0.3
Cc1noc(C)c1S(=O)(=O)Nc1ccc2c(c1)CC(=O)N([C@@H](C)CO)C[C@H](C)[C@H](CN(C)Cc1ccncc1)O2
  TcdB GH inh = -0.2
Cc1ccc(CN2CC(=O)N3[C@H](CO)[C@H](c4ccc(Br)cc4)[C@@H]3C2)cc1
  TcdB GH inh = 2.9
C[C@@H]1CN([C@H](C)CO)S(=O)(=O)c2ccc(C3=CCCCC3)cc2O[C@H]1CN(C)S(=O)(=O)c1ccc(F)cc1
  TcdB GH inh = 1.3
COc1ccccc1CNC(=O)C[C@@H]1CC[C@H]2[C@@H](COC[C@H](O)CN2C(=O)Nc2ccc(F)cc2)O1
  TcdB GH inh = -1.4
CCCC(=O)Nc1ccc2c(c1)OC[C@@H](C)N(CCC)C[C@H](C)[C@@H](OC)CN(C)C2=O
  TcdB GH inh = -0.4
COc1ccc(NC(=O)N(C)C[C@@H]2OCCCC[C@@H](C)Oc3ccc(NC(=O)Nc4ccc(C(F)(F)F)cc4)cc3C(=O)N([C@@H](C)CO)C[C@H]2C)cc1
  TcdB GH inh = -0.7

Cc1ccc(S(=O)(=O)Nc2ccc3c(c2)C(=O)N([C@H](C)CO)C[C@@H](C)[C@H](CN(C)C(=O)Nc2ccccc2)O3)cc1
  TcdB GH inh = 0.1
C[C@H](CO)N1C[C@H](C)[C@H](CN(C)C(=O)NC2CCCC2)Oc2cc(-c3cccnc3)ccc2S1(=O)=O
  TcdB GH inh = 0.7
CC(C)C#Cc1cnc2c(c1)C(=O)N([C@H](C)CO)C[C@H](C)[C@@H](CN(C)Cc1cccc(F)c1)O2
  TcdB GH inh = 1.7
O=C(C[C@@H]1CC[C@@H](NC(=O)CC2CC2)[C@H](CO)O1)NCc1ccc(-c2ccccc2)cc1
  TcdB GH inh = -0.3
CCC(=O)Nc1ccc2c(c1)OC[C@H](C)N(Cc1nccs1)C[C@@H](C)[C@@H](OC)CN(C)C2=O
  TcdB GH inh = 0.0
COCc1cn(CC[C@H]2CC[C@H](NC(=O)Nc3ccc(F)cc3)[C@@H](CO)O2)nn1
  TcdB GH inh = 0.7
COc1ccc2c3c(n(C)c2c1)[C@@H](CO)N(C(=O)CC1CC1)CC31CCN(C(=O)C2CCCC2)CC1
  TcdB GH inh = 0.7
CCCNC(=O)N1CC2(C1)CN(C(=O)c1cccnc1)[C@H](CO)c1[nH]c3cc(OC)ccc3c12
  TcdB GH inh = 0.9
O=C(c1cnccn1)N1CC(=O)N2[C@H](CO)[C@@H](c3ccc(C#CCC4CCCC4)cc3)[C@H]2C1
  TcdB GH inh = -1.1
C[C@@H]1CN([C@@H](C)CO)C(=O)c2cccc(NS(C)(=O)=O)c2O[C@@H]1CN(C)Cc1ccc2c(c1)OCO2
  TcdB GH inh = -0.4

Cc1ccc(S(=O)(=O)Nc2ccc3c(c2)C(=O)N([C@H](C)CO)C[C@@H](C)[C@H](CN(C)C(=O)NC2CCCCC2)OCCCC[C@H](C)O3)cc1
  TcdB GH inh = 0.9
C[C@H](CO)N1C[C@H](C)[C@@H](CN(C)Cc2ccncc2)Oc2ccc(NC(=O)CCC(F)(F)F)cc2CC1=O
  TcdB GH inh = -1.0
O=C(CCN1CCCCC1)N[C@@H]1CC[C@@H](CCNS(=O)(=O)c2ccccc2)O[C@@H]1CO
  TcdB GH inh = 0.1
O=C(N[C@H]1CC[C@@H](CCNC(=O)C2CCOCC2)O[C@@H]1CO)c1ccccn1
  TcdB GH inh = 0.1
COc1cccc(C(=O)Nc2ccc3c(c2)OC[C@@H](C)N(C(C)=O)C[C@@H](C)[C@H](OC)CN(C)C3=O)c1
  TcdB GH inh = 0.4
C[C@@H]1CN([C@H](C)CO)C(=O)c2cc(NS(=O)(=O)c3cccs3)ccc2O[C@@H](C)CCCCO[C@H]1CN(C)Cc1ccccc1
  TcdB GH inh = 1.6
O=C(C[C@@H]1C=C[C@H](NS(=O)(=O)c2ccccc2)[C@H](CO)O1)NCCN1CCCCC1
  TcdB GH inh = 1.0
CCC(=O)Nc1ccc2c(c1)OC[C@@H](C)N(C(=O)CN(C)C)C[C@H](C)[C@@H](OC)CN(C)C2=O
  TcdB GH inh = 1.7

Bioassay records as filed in PubChem.
